Screens from PubChem BioAssay.
FBA Mtb inh – Mtb FBA enzyme inhibitors, primary screen, biochemical, fluorescence, strain H37Rv; Fructose-bisphosphate aldolase (Mycobacterium tuberculosis (strain ATCC 25618 / H37Rv)), …; purified M. tuberculosis FBA, fluorescence read-out; inhibition, % at 1 µM; 360,000 tested, 2.3% active; AID 588726, 2011; in the data active means inhibition above about 27%;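 further: 0% = vehicle and 100% = reference inhibitor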
Target sequence (P9WQA3 whole entry, looked up): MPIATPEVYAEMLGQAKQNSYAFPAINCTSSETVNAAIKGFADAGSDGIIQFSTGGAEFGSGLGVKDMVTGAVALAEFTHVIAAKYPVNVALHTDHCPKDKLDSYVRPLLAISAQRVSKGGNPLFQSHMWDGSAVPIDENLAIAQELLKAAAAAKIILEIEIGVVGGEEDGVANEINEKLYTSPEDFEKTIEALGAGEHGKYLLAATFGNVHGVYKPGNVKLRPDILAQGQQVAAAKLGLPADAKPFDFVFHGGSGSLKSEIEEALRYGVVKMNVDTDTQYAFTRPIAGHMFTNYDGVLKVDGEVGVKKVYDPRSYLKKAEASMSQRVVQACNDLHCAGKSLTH
PriA SSB inh – inhibitors of Klebsiella pneumoniae PriA binding to SSB C-terminal tail, primary screen, biochemical, AlphaScreen; 430,000 tested, 0.6% active; inhibition, % at 33 µM; PriA–SSB C-terminal tail interaction (Klebsiella pneumoniae); AID 1272365, 2023; AlphaScreen SSBct-PriA binding, biotinylated peptide; in the data active means inhibition mostly above about 37%, no sharp cut-off; inactive means mostly below about 20%;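 further: plate controls were negative control peptide for no effect and reference peptide for full effect; strong numbers were not always called active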
BioA inh – M. tuberculosis BioA enzyme inhibitors, primary screen, biochemical, plate reader, single point, HTS. purified M. tuberculosis BioA enzyme. inhibition, % at 9.99 µM. 360,000 tested, 0.096% active; in the data active means inhibition above about 40%
Rv3671c inh – Rv3671c serine protease inhibitors, primary screen, biochemical, fluorescence polarization, M. tuberculosis H37Rv; inhibition, % at 5.96 µM; 320,000 tested, 0.048% active; P9WHR9; in the data active means inhibition above about 38%;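 further: extracellular domain of Rv3671c used as enzyme; 0% = enzyme with DMSO and 100% = no enzyme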
3CLpro inhibitor – SARS-CoV 3CLpro protease inhibitors, primary screen, biochemical, quenched FRET | AID 1706, 2009 | inhibition, % at 6 µM | Replicase polyprotein 1ab (Severe acute respiratory syndrome coronavirus), P0C6X7 | 290,000 tested, 0.14% active | recombinant SARS-CoV 3CLpro, quenched FRET peptide cleavage; in the data active means inhibition above about 12%
GDH-TPI inh – GDH-TPI coupling enzyme inhibitors, primary screen, artefact control for M. tuberculosis FBA inhibitor project, biochemical, absorbance, full deck | 360,000 tested, 1.2% active | inhibition, % at 4.8 µM | GDH-TPI coupled enzyme counterscreen, NADH absorbance; in the data active means inhibition above about 30%;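 further: 0% = DMSO wells and 100% = wells lacking the enzyme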
UGM FP inh – M. tuberculosis UGM enzyme inhibitors, primary screen, biochemical, fluorescence polarization, single point | UDP-galactopyranose mutase (Mycobacterium tuberculosis (strain ATCC 25618 / H37Rv)), … | purified UGM, fluorescence polarization probe displacement | inhibition, % at 10 µM | 320,000 tested, 0.06% active | AID 504406, 2011; in the data active means inhibition above about 10%, passing the limit was not always enough
Target sequence (P9WIQ1 whole entry, looked up): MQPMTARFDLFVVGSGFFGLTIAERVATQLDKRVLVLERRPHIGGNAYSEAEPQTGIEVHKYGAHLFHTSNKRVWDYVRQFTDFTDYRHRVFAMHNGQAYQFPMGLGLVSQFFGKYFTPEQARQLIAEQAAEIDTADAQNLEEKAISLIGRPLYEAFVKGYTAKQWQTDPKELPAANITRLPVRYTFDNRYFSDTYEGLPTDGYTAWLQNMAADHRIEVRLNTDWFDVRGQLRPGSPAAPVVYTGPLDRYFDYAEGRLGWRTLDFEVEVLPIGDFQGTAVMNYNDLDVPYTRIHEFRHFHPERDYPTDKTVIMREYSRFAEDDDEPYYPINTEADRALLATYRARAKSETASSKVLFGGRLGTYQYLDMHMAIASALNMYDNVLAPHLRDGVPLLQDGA
DUSP3 inh – VHR1 phosphatase inhibitors, primary screen, biochemical, absorbance, uHTS. 290,000 tested, 0.52% active. inhibition, % at 13.3 µM. recombinant VHR phosphatase, pNPP absorbance. Dual specificity protein phosphatase 3 (Homo sapiens), P51452; in the data active means inhibition above about 50%; further: some compounds called inactive have numbers as strong as hits
Target sequence (P51452 whole entry, looked up): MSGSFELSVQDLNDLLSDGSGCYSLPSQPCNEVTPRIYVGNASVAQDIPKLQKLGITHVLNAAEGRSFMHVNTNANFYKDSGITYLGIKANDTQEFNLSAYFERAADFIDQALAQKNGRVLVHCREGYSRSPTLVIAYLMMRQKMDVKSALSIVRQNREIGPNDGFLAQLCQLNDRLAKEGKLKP
MazF activator – activators of E. coli MazEF toxin-antitoxin RNase, primary screen, biochemical, fluorescence, uHTS | Endoribonuclease toxin MazF (Escherichia coli (strain K12)), P0AE70 | FAM/BHQ RNA-DNA oligo cleavage fluorescence, 5 h | activation, % at 20 µM | 350,000 tested, 0.32% active; in the data active means activation above about 50%
Target sequence (P0AE70 whole entry, looked up): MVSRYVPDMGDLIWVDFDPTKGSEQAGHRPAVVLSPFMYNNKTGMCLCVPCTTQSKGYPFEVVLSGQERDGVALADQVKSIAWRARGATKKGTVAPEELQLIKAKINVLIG
BH1578 lux ind – inducers of Vibrio cholerae quorum light production without autoinducers, primary screen, BH1578 luxS cqsA deficient, single point; 350,000 tested, 0.16% active; activation, % at 18.7 µM; V. cholerae BH1578 lux reporter, luminescence, 6 h; in the data active means activation mostly above about 9.7%, no sharp cut-off; further: not every result past the cut was called active; inactives centre near 0; reference of the scale not given here
An asterisk follows results filed as active; i = inactive; nt = not tested or not shown; & = joins results of further samples. These rows are one share of the data (hit frequency here may not be typical).

nr	SMILES	FBA Mtb inh	PriA SSB inh	BioA inh	Rv3671c inh	3CLpro inhibitor
1	COc1ccc(CCNC(=O)CSc2nc3[nH]ncc3c(=O)[nH]2)cc1OC	-1	-12	nt	2	-5
2	CCOC(=O)C1=C(CN2CCSCC2)NC(=O)NC1c1cccc([N+](=O)[O-])c1 (configuration not stated)	2	-11	nt	-2	2
3	O=C(NCCC1CCCCN1S(=O)(=O)c1ccccc1)C(=O)Nc1ccccc1F (configuration not stated)	3	-14	0.5	-4	nt
4	CC1(c2nc3ccccc3cc2C#N)OCCO1	-3	nt	nt	nt	nt
5	CC(NC(=O)c1ccc(F)cc1)c1ccc(F)cc1 (configuration not stated)	-1	-14	nt	1	-3
6	CCCN(Cc1ccc(N(CC)CC)cc1)CC1CC1	2	14	nt	9	-4
7	COCCn1c(SC(C)C(=O)Nc2ccc(Cl)cn2)nnc1-c1ccncc1 (configuration not stated)	4	-9	nt	-6	-4
8	CC(C)Cc1nc(C(N)=O)c2[nH]c(=O)n(-c3ccc(F)cc3)c2n1	10	-3	-2.4	-10	-4

nr	GDH-TPI inh	UGM FP inh	DUSP3 inh	MazF activator	BH1578 lux ind
1	5	-3.6	15	3	-1.3
2	-18	-0.2	18	-5	i
3	10	nt	nt	0	-1.9
4	1	nt	nt	11	2.9
5	-2	-0.4	11	2	-0.4
6	11	-0.2	19	2	i
7	-6	-2.3	17	4	i
8	2	0.8	6	5	-0.3

Sorted by SMILES length (ascending): some entries from above.
nr	SMILES	FBA Mtb inh	PriA SSB inh	BioA inh	Rv3671c inh	3CLpro inhibitor
7	COCCn1c(SC(C)C(=O)Nc2ccc(Cl)cn2)nnc1-c1ccncc1 (configuration not stated)	4	-9	nt	-6	-4
1	COc1ccc(CCNC(=O)CSc2nc3[nH]ncc3c(=O)[nH]2)cc1OC	-1	-12	nt	2	-5
8	CC(C)Cc1nc(C(N)=O)c2[nH]c(=O)n(-c3ccc(F)cc3)c2n1	10	-3	-2.4	-10	-4
2	CCOC(=O)C1=C(CN2CCSCC2)NC(=O)NC1c1cccc([N+](=O)[O-])c1 (configuration not stated)	2	-11	nt	-2	2

nr	GDH-TPI inh	UGM FP inh	DUSP3 inh	MazF activator	BH1578 lux ind
7	-6	-2.3	17	4	i
1	5	-3.6	15	3	-1.3
8	2	0.8	6	5	-0.3
2	-18	-0.2	18	-5	i

(next part)
nr	SMILES	FBA Mtb inh	PriA SSB inh	BioA inh	Rv3671c inh	3CLpro inhibitor
9	COc1ccc(CCNC(=O)CSc2nc3ccccc3o2)cc1OC	1	-17	2.1	-6	-2
10	CCOC(=O)Cc1csc(NC(=O)C(C)c2ccc([N+](=O)[O-])cc2)n1 (configuration not stated)	-3	3	nt	-3	2
11	CCc1ccc(Nc2nnc(SCC(=O)N(C)C3CCS(=O)(=O)C3)s2)cc1 (configuration not stated)	-10	-3	-0.7	7	6
12	O=C(Nc1nccs1)c1ccc(Cl)s1	1	-3	-0.6	-3	0
13	COc1ccc(NC(=O)c2ccc(N(C)S(C)(=O)=O)cc2)cc1OC	1	5	17	-8	0
14	Cc1cnc(C(=O)OCC(=O)NC2CCCCCCC2)cn1	1	-9	nt	2	6
15	O=c1c(F)cn(C2CCCO2)c(=O)n1Cc1c(Cl)cccc1Cl (configuration not stated)	3	-16	-1.9	0	-3
16	COc1cccc(NCc2cc3c(C(C)(C)C)nn(-c4ccccc4)c3[nH]c2=O)c1	-2	3	-2.0	1	7

nr	GDH-TPI inh	UGM FP inh	DUSP3 inh	MazF activator	BH1578 lux ind
9	-1	1.4	8	5	-3.8
10	8	-4.5	12	3	-0.3
11	-1	-0.8	4	-11	-0.4
12	17	2.9	17	2	-0.5
13	9	0.7	8	0	-6.2
14	1	0.3	16	5	-0.3
15	5	nt	28	-1	-6.2
16	12	-0.4	-19	4	i

(listing goes on)
nr	SMILES	FBA Mtb inh	PriA SSB inh	BioA inh	Rv3671c inh	3CLpro inhibitor
17	Cc1ccc([C@H]2C[C@@H](n3cc(COC(=O)c4ccccc4)nn3)[C@H](O)CN2Cc2cccs2)cc1	-2	nt	-1.0	nt	nt
18	Brc1cccc(Nc2nc(-c3cccnc3)cs2)c1	1	-4	-0.3	0	2
19	S=C(NCc1ccccc1)NC1CCSc2ccccc21 (configuration not stated)	-2	-16	-0.5	-11	3
20	CCOC(=O)c1c(NC(=O)CSc2nnnn2C)sc(C)c1-c1ccc(C)cc1	-1	-3	-0.8	-16	0
21	CC(NC(=O)C(=O)NN=C1CCCCCC1)c1ccccc1 (configuration not stated)	4	-12	-0.6	4	8
22	CC(=O)Nc1ccccc1OCc1nnc(-c2ccccc2Cl)o1	1	-16&-16	-1.1	3	5
23	COc1ccc(/C=C/C(=O)NCC(=O)N/N=C/c2cccs2)cc1	5	nt	-0.2	-1	-5
24	O=C(CSc1nnc(-c2ccccc2)o1)N1CCc2ccccc2C1	0	-22	-0.5	-2	-1

nr	GDH-TPI inh	UGM FP inh	DUSP3 inh	MazF activator	BH1578 lux ind
17	-3	nt	nt	-4	0.6
18	0	-0.8	14	5	i
19	1	-1.9	-3	3	-0.6
20	16	3.1	18	-2	i
21	-4	-3.4	16	-8	i
22	8	-0.8	0	0	1.5
23	19	3.9	44	3	-6.7
24	-4	-1.4	17	1	i

Carrying on:
nr	SMILES	FBA Mtb inh	PriA SSB inh	BioA inh	Rv3671c inh	3CLpro inhibitor
25	Cc1nccn1CC(=O)N/N=C/c1cc(Br)cs1	-1	i	nt	-8	2
26	CCC(C)NC(=O)c1cc(S(=O)(=O)N2CCCCC2)c[nH]1 (configuration not stated)	2	-5	0.0	1	1
27	Cc1cccc(-c2nnc(-c3cccc4ccccc34)o2)c1	13	-11	-0.7	nt	nt
28	COc1ccc(S(=O)(=O)N2CCSC2c2ccc(OC)c(OC)c2)cc1 (configuration not stated)	-1	-9	-0.4	-2	-3
29	CC1CCCN(CCCNC(=O)c2cc3c(Cl)nc4ccccc4c3s2)C1 (configuration not stated)	-1	-4	1.0	-10	-3
30	CCOC(=O)CNC(=O)CSc1cc(C)nc2ccc(OC)cc12	-1	-4	nt	8	2
31	O=C(Nc1ccc2cccnc2c1)c1ccc(Br)cc1	1	-63	1.7	-6	3
32	COc1cc(/C=C2\SC(=Nc3ccc(F)cc3)N(c3ccc(F)cc3)C2=O)ccc1OCC(=O)O	nt	nt	nt	-2	1

nr	GDH-TPI inh	UGM FP inh	DUSP3 inh	MazF activator	BH1578 lux ind
25	10	2.0	13	13	-0.6
26	4	-1.4	2	9	-0.2
27	4	nt	nt	7	i
28	11	1.1	7	7	-0.5
29	1	-1.5	42	24	i
30	4	0.8	15	0	-0.2
31	14	1.2	16	4	i
32	nt	-0.6	6	nt	nt

Some values from above:
Result for cpd 22 in BH1578 lux ind: 1.5
Result for cpd 9 in DUSP3 inh: 8
Result for cpd 4 in GDH-TPI inh: 1
Result for cpd 16 in 3CLpro inhibitor: 7
Result for cpd 25 in BH1578 lux ind: -0.6

More entries.
nr	SMILES	FBA Mtb inh	PriA SSB inh	BioA inh	Rv3671c inh	3CLpro inhibitor
33	CC(=O)NCCc1ccc(S(=O)(=O)N2CCOCC2)cc1	1	-10	0.3	-1	-4
34	O=S(=O)(Nc1cccc2ncccc12)c1cccc(C(F)(F)F)c1	1	-1	0.0	8	nt
35	OC(COc1ccccc1)CN1CCN(Cc2ccc3c(c2)OCO3)CC1 (configuration not stated)	2	-8	nt	2	3
36	CCCc1cc(C(=O)Nc2cccnc2)no1	2	-6	9.0	-2	-5
37	Cc1c(N=C2N=C(NC(=O)c3cccs3)c3ccccc32)c(=O)n(-c2ccccc2)n1C	7	3	nt	-5	1
38	CN1CCS/C1=C/C=C1/SC(=S)N(Cc2ccccc2)C1=O	-21	21	nt	15	-1
39	C#CCOCCOCCOCCNc1nc(N2CCN(C(=O)Cn3cc(CCCCN)nn3)CC2)nc(N2CCN(C(=O)Cn3cc(CCCN=C(N)N)nn3)CC2)n1	0	10	-0.2	-2	nt
40	C=CCN(C(=O)c1csnn1)C(C(=O)NC1CCCCC1)c1ccc(C)cc1 (configuration not stated)	1	7	1.2	-12	-1

nr	GDH-TPI inh	UGM FP inh	DUSP3 inh	MazF activator	BH1578 lux ind
33	-5	0.4	16	-1	i
34	5	nt	nt	1	-0.6
35	-2	1.0	7	6	-0.3
36	1	0.8	17	-3	-0.2
37	1	1.5	-6	-170	-1.6
38	0	-2.2	-8	-22	-0.5
39	-7	0.1	nt	9	i
40	-10	1.1	36	8	-0.5

(more compounds)
nr	SMILES	FBA Mtb inh	PriA SSB inh	BioA inh	Rv3671c inh	3CLpro inhibitor
41	COc1ccc(N2CCN(C(=O)CCCNC(=O)Cn3cnc4sc(C)c(C)c4c3=O)CC2)cc1	1	-1	-0.1	9	-1
42	Cc1cc(Cl)ccc1NC(=O)Nc1c(C)n(-c2ccccc2)c(=O)n1C	2	-11	nt	2	-3
43	CC1(C)CNC(=O)c2sc(N3CCCCC3)nc2C1	-1	-1	-1.0	3	-10
44	O=C1N=C(N2C=CC(=C3C=CNC=C3)C=C2)/C(=C/N=NC(=O)c2ccccc2O)S1	-5	nt	-0.9	1	-8
45	COc1cc(CNCCO)cc(Br)c1OCc1cccs1	0	-7	nt	10	-4
46	COc1ccc(Cl)cc1N(CC(=O)N/N=C/c1ccc(OC(C)C)cc1)S(=O)(=O)c1ccc(C)c([N+](=O)[O-])c1	-3	nt	nt	-61	5
47	O=C(N/N=C/c1nn(-c2ccccc2)cc1-c1ccccc1)c1ccncc1	-2	nt	nt	-16	1
48	COc1ccc(OC)c(C2/C(=C(\O)c3ccc(OC)c(Cl)c3)C(=O)C(=O)N2CCN(C)C)c1 (configuration not stated)	2	nt	-1.5	1	1

nr	GDH-TPI inh	UGM FP inh	DUSP3 inh	MazF activator	BH1578 lux ind
41	0	0.1	10	-3	i
42	2	nt	-21	-4	-0.5
43	10	-6.4	-15	1	-0.5
44	53*	-0.5	34	-45	i
45	-5	-3.8	33	4	i
46	13	-0.6	-14	-4	-0.2
47	8	nt	-11	7	-0.6
48	11	1.9	-6	0	5.0

(more compounds)
nr	SMILES	FBA Mtb inh	PriA SSB inh	BioA inh	Rv3671c inh	3CLpro inhibitor
49	O=C(COc1ccc(-c2nnco2)cc1)N1CCN(S(=O)(=O)c2ccccc2)CC1	2	-9	2.7	1	-4
50	C[C@H](CO)N1C[C@H](C)[C@@H](CN(C)CC2CCCCC2)Oc2c(NS(=O)(=O)c3ccc(F)cc3)cccc2C1=O	2	9	-1.2&-0.2	3	nt
51	CCCCn1c(N)c(N(CC(C)C)C(=O)C2CCN(S(=O)(=O)c3ccc(C)c(C)c3)CC2)c(=O)[nH]c1=O	0	-4	-0.3	-13	0
52	COc1ccc(NC(=O)COC(=O)c2cccc(S(=O)(=O)N3CCCCC3)c2)c(OC)c1	3	7	nt	6	nt
53	CC(C)(C)C(=O)Nc1c2c(nn1-c1cccc(Cl)c1)CS(=O)(=O)C2	1	1	-0.9	5	1

nr	GDH-TPI inh	UGM FP inh	DUSP3 inh	MazF activator	BH1578 lux ind
49	5	1.1	24	1	-0.3
50	-6	1.5	nt	9	1.2
51	-1	3.4	19	-4	-0.3
52	8	0.7	nt	7	-2.5
53	-3	1.1	-2	-2	0.8
